Compound activity: PubChem, National Center for Advancing Translational Sciences (NCATS)
AMA1 RON2 block: inhibitors of Plasmodium falciparum AMA1-RON2 interaction. AlphaScreen AMA1-biotinylated RON2 peptide binding. Potency, µM (doses to about 58.2 µM), for the others: top-dose activity change, negative = inhibition, hits mostly inhibitors. 0.2% of 360,000 active;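 further: potency means the concentration at half of the fitted maximal effect; 0% = vehicle wells and -100% = peptide control; nearly all actives have a fitted effect of over 45% in size; some results filed as inactive show a strong effect at the top dose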
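AMA1 (3D7) with his tag at 25 nM final met compounds first, then biotinylated RON2 peptide at 25 nM; detection used donor plus acceptor beads, 10 µg/mL apiece, read by AlphaScreen after 30 min at room temperature.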
FBPA Giardia inh: blocks Giardia fructose-bisphosphate aldolase activity; A8B2U2; purified Giardia FBPA; Potency, µM (highest dose often 59.6 µM), inactives show at the highest dose activity, negative = inhibition, most hits filed as inhibitors; 0.71% of 290,000 active; AID 2451; further: potency means the concentration at half of the fitted maximal effect; on the % scale 0 is the no-effect control and ±100 the full control effect; nearly all actives have a fitted effect of over 55% in size
Target sequence (A8B2U2 whole entry, looked up): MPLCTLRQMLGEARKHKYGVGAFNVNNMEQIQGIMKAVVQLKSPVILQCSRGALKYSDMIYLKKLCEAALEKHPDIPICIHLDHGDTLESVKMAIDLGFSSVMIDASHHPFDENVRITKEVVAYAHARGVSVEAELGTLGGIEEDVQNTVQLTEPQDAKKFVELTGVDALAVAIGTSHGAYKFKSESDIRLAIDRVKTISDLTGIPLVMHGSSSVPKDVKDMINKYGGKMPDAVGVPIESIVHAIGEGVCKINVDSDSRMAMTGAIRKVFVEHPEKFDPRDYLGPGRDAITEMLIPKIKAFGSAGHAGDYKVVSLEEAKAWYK
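Giardia FBPA (40 nM reagent) was preincubated 10 min at RT with compound (up to 57.5 uM final), then substrate plus GAPDH/TPI/NAD/arsenate coupling system with diaphorase/resazurin was added; resorufin fluorescence (525/598 nm) was read after 20 min.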
AmpC detergent: blocks E. coli AmpC beta-lactamase in detergent assay; 0.041% of 370,000 active; Potency, µM (doses to about 114 µM), for the others: top-dose activity change, negative = inhibition, most hits filed as inhibitors; AmpC hydrolysis of nitrocefin, absorbance 480 nm, 0.01% Triton; AID 485294; P00811;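 further: potency means the concentration at half of the fitted maximal effect; 0% = no-compound wells and -100% = no-enzyme wells; nearly all actives have a fitted effect of over 25% in size; some results filed as inactive show a strong effect at the top dose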
Target sequence (P00811 whole entry, looked up): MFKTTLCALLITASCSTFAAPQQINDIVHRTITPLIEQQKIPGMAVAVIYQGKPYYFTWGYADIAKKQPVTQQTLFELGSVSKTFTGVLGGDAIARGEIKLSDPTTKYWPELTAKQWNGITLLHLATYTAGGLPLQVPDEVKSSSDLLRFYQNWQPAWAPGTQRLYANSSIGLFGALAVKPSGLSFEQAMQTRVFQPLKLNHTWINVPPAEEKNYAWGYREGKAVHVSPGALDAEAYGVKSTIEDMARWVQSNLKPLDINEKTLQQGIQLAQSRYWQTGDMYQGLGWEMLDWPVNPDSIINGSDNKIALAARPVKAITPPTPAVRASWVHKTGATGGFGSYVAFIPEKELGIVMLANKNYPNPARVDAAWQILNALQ
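AmpC (5.3 nM in the dispensed reagent) in 20 mM phosphate pH 7.0 with 0.01% (detergent screen) or 0.0001% Triton X-100 was preincubated with compounds for 15 min at room temperature. Nitrocefin was then added from an 800 uM solution, and hydrolysis was followed at 480 nm.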
Cycloheximide cs: affects cycloheximide protein synthesis inhibition readout, counter-screen | max response, % | 12% of 300,000 active | cell reporter, cycloheximide protein synthesis inhibition counterscreen; in the data active means max response mostly above about 13%, no sharp cut-off; inactive means mostly below about 14%; further: read at 38.3 µM for the half of the compounds with a filed dose; 0% is about no effect
Shiga toxin inh: blocks Shiga toxin action in Vero cells; Vero cells, Shiga toxin protein synthesis inhibition reporter; inhibition, % at 38.7 µM; 9.2% of 290,000 active; in the data active means inhibition mostly above about 28%, no sharp cut-off; inactive means mostly below about 43%; further: 0% is about no effect
HCMV inh: inhibitors of human cytomegalovirus. HFF cells, HCMV-luciferase reporter, 72 h; hits give low values. activity change, negative = inhibition, % at 57.5 µM. 4.5% of 410,000 active; in the data active means activity change below about -60%; inconclusive means no clear call, values can overlap the other calls; inactive means above about -39%; further: on the % scale 0 is the no-effect control and ±100 the full control effect
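After 16 h attachment at 37C, HFF cells received test compound and HCMV-luciferase (1 PFU/cell); reporter luminescence read 72 h later, data normalized against buffer-only and known inhibitor Salinomycin.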
AmpC inh no detg: inhibitors of E. coli AmpC beta-lactamase without detergent; P00811; AmpC nitrocefin hydrolysis, absorbance 480 nm, 0.0001% Triton; Potency, µM (series often up to 57.1 µM), inactives show at the top dose activity change, negative = inhibition, actives largely listed as inhibitors; 0.52% of 330,000 active;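 further: potency means the concentration at half of the fitted maximal effect; plate controls were no compound for no effect and no enzyme for full effect; nearly all actives have a fitted effect of over 20% in size; some results filed as inactive show a strong effect at the top dose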
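20 mM phosphate pH 7.0 + 0.01% (detergent screen) or 0.0001% Triton X-100; 5.3 nM AmpC reagent; cpd preinc 15 min RT; nitrocefin (800 uM stock) to start; A480 q20 s × 4 min; Activity was normalised to no-enzyme and no-compound control wells.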
An asterisk follows results filed as active; ? = inconclusive; nt = no result given; [ ] = dose if it differs, or a comment. Unless noted, the call rests on the fitted dose curve; in most records, active means well fitted curve in the direction sought with a large enough effect; inconclusive means small, poorly fitted or top-dose-only effect, or another doubt; inactive means no such curve, though single readings can be large; an effect the other way counts as inactive or inconclusive. Not a hit list (roughly 16% active in at least one column).

SMILES	AMA1 RON2 block	FBPA Giardia inh	AmpC detergent	Cycloheximide cs	Shiga toxin inh	HCMV inh	AmpC inh no detg
C=CCC(CC(O)COCCC)C(=O)NNC(=S)Nc1ccccc1 (stereo unspecified)	77%[activator]	0%	4%	36*	71*	18	-36%
Cc1nn2c(N3CCN(c4ccccn4)CC3)cc(C(C)C)nc2c1-c1ccccc1	-2%	4%	7%	-2	20	?	-3%
O=[N+]([O-])c1ccc(OCC(O)CNCCNc2nccc(C(F)(F)F)n2)cc1 (stereo unspecified)	-2%	4%	4%	-2	-8	-1	24%
O=C(NN=C1CCCCCC1)NC1CCCCC1	0%	-1%	6%	30*	51*	4	2%
COc1ccc(Cn2c(CCCO)nc3ccccc32)cc1OC	7%	0%	-7%	-3	-14	0	73%[activator]
O=C(Nc1cccc([N+](=O)[O-])c1)Nc1ccc2c(c1)CCC2	-5%	-1%	-1%	12*	30	-103*	-12%
CC(C)(C)c1cc(NC(=O)COC(=O)c2nccnc2N)n(-c2ccccc2)n1	17%	-1%	?	11	9	?	-8%
O=C(Nc1ccc(Cl)cc1)Nc1csc([N+](=O)[O-])c1	-15%	-10%	8%	30*	100*	-103*	-48%
COc1ccc(NC(=O)Nc2ccc(N3CCOCC3)c3nonc23)c(OC)c1	-2%	5µM*	?	-1	-13	26	1%
CN(C)[C@@H](CO)c1nnc([C@H](CCC(=O)O)NC(=O)C2CCNCC2)o1	141%[activator]	-7%	7%	-2	-4	12	-15%
COc1ccc(/C=C(\C#N)C(=O)OCC(=O)Nc2ccc(C(C)(C)C)cc2)cc1	-2%	-14%	-2%	11*	21	-21	-32%
Cc1ccc(-n2c(C)cc(C=C(C#N)C#N)c2C)cc1	-1%	4%	3%	15	33	-32	-6%
CSCCC(NC(=O)c1ccccc1Br)C(=O)NCC(c1ccco1)N1CCCCC1 (stereo unspecified)	-1%	nt	-7%	nt	nt	-27	-17%
CC1=NN(C(=O)CCc2ccccc2)C(c2ccccc2)C1 (stereo unspecified)	17%	4%	-1%	13	-5	-25	37%
O=C(C1CC(c2ccc(F)cc2)=NO1)N1CCC2(CC1)OCCO2 (stereo unspecified)	-4%	3%	-5%	45*	71*	113	-11%
CCOC(=O)c1[nH]c2c(c1-c1ccccc1)C(=O)CC(c1ccc(OC)c(OC)c1)C2 (stereo unspecified)	-10%	-6%	?	15*	-11	?	73%[activator]
O=C(NC1CCCCCC1)C(=S)NCc1ccccc1	65%[activator]	-26%	3%	39*	62*	7	-19%
Cc1ccc(C(=O)CCC(=O)Nc2ccccc2C)c(C)c1	0%	4%	5%	29*	12	7	-7%
O=C(NCCCCl)C1CC(=O)N(CCc2ccc(F)cc2)C1 (stereo unspecified)	-7%	-3%	?	-3	-5	9	-5%
CC(CNC(=O)C1CCCCC1)NC(=O)C1CCCCC1 (stereo unspecified)	11%	-11%	-2%	3	-7	17	-12%
O=C(CCN1C(=O)C2C3C=CC(C3)C2C1=O)NCCc1ccccc1 (stereo unspecified)	2%	-1%	0%	9.7*	19	43	-21%
CC(CC(=O)N(C)c1c(N)n(Cc2ccccc2)c(=O)[nH]c1=O)c1ccccc1 (stereo unspecified)	5%	nt	-13%	nt	nt	-31	?
CC1(OCON)CCCc2ccccc21 (stereo unspecified)	7%	-3%	?	-2	-1	-29	5%
Cc1cc(C)c(NC(=O)Cn2nnc(C(=O)NCc3ccc4c(c3)OCO4)c2N)c(C)c1	-9%	5%	-1%	18	-9	nt	-31%
Cc1ccc(-c2c(C)sc3nc(CN4CCN(CC(=O)NC5CC5)CC4)[nH]c(=O)c23)cc1	36%[activator]	nt	6%	nt	nt	2	184%[activator]
O=C(COC(=O)CCN1C(=O)c2cccc([N+](=O)[O-])c2C1=O)NCc1ccccc1	2%	1%	-16%	-5	-6	15	2%
C=CCc1cccc(CNc2cnc3ccccc3c2)c1O	0%	6%	?	17*	20*	-33	-45%
NC(=O)CC[C@@H]1NC(=O)[C@H](CO)NC(=O)c2cc([N+](=O)[O-])cc(I)c2NCC[C@@H](C(N)=O)NC(=O)[C@H](Cc2ccc(O)cc2)NC1=O	nt	-14%	?	-3	-2	nt	-30%
COc1ccc(S(=O)(=O)NCC(=O)N(CC(=O)NCc2ccco2)Cc2ccccc2)cc1	3%	-6%	-1%	-3	-9	-11	-26%
COc1ccc(-c2nc3n(n2)C(c2ccccc2Cl)C(C(N)=O)=C(C)N3)cc1 (stereo unspecified)	9%	3%	?	-3	-11	33	-4%

Whole records, looked up by structure:
COc1ccc(S(=O)(=O)NCC(=O)N(CC(=O)NCc2ccco2)Cc2ccccc2)cc1 in the list: AMA1 RON2 block: 3%; FBPA Giardia inh: -6%; AmpC detergent: -1%; Cycloheximide cs: -3; Shiga toxin inh: -9; HCMV inh: -11; AmpC inh no detg: -26%
COc1ccc(NC(=O)Nc2ccc(N3CCOCC3)c3nonc23)c(OC)c1 in the list: AMA1 RON2 block: -2%; FBPA Giardia inh: 5µM*; AmpC detergent: ?; Cycloheximide cs: -1; Shiga toxin inh: -13; HCMV inh: 26; AmpC inh no detg: 1%

5 entries drawn at random from the list so far:
SMILES	AMA1 RON2 block	FBPA Giardia inh	AmpC detergent	Cycloheximide cs	Shiga toxin inh	HCMV inh	AmpC inh no detg
CC1(OCON)CCCc2ccccc21 (stereo unspecified)	7%	-3%	?	-2	-1	-29	5%
O=C(NC1CCCCCC1)C(=S)NCc1ccccc1	65%[activator]	-26%	3%	39*	62*	7	-19%
C=CCc1cccc(CNc2cnc3ccccc3c2)c1O	0%	6%	?	17*	20*	-33	-45%
O=C(NCCCCl)C1CC(=O)N(CCc2ccc(F)cc2)C1 (stereo unspecified)	-7%	-3%	?	-3	-5	9	-5%
COc1ccc(S(=O)(=O)NCC(=O)N(CC(=O)NCc2ccco2)Cc2ccccc2)cc1	3%	-6%	-1%	-3	-9	-11	-26%

Next section
SMILES	AMA1 RON2 block	FBPA Giardia inh	AmpC detergent	Cycloheximide cs	Shiga toxin inh	HCMV inh	AmpC inh no detg
Cc1ccc(N2C(=O)C3CC3C2=O)cc1 (stereo unspecified)	0%	4%	?	-6	26	3	-10%
COc1ccc(NC(=O)c2ccc([N+](=O)[O-])s2)c([N+](=O)[O-])c1	-4%	0%	8%	25	46*	-85*	-29%
O=C(c1cccs1)N1CCN(S(=O)(=O)c2ccccc2)CC1	5%	7%	?	-4	-11	-7	-12%
O=C1C2C3C=CC(CC3)C2C(=O)N1c1ccc([N+](=O)[O-])cc1 (stereo unspecified)	5%	1%	-8%	-2	5	23	-7%
CCOCCCNC(=O)C(c1ccc(C)cc1)N(Cc1ccc2c(c1)OCO2)C(=O)c1ccccn1 (stereo unspecified)	-3%	8%	-1%	-5	-10	17	192%[activator]
CC(=O)Nc1cc(C(=O)N(C)Cc2ccccc2)ccc1S(=O)(=O)c1ccc(C)cc1	-8%	2%	0%	-6	-9	-37	73%[activator]
CN(C)/C=C/C(=O)c1ncc(C(F)(F)F)cc1Cl	3%	-1%	-9%	-2	5	21	-26%
CN1C(=O)C2(C(C#N)=C(N)Oc3n[nH]c(-c4ccc(Cl)cc4)c32)c2ccccc21 (stereo unspecified)	30%[activator]	-2%	2%	0	-16	-24	-33%
O=C(CSCc1cccc(Cl)c1)N1CCN(Cc2ccc3c(c2)OCO3)CC1	-2%	7%	2%	-3	18	-16	168%[activator]
O=C(NC1CCCCC1)C(c1cccnc1)N(CCc1ccccc1)C(=O)Cc1cccs1 (stereo unspecified)	-9%	0%	-4%	-4	-4	?	-1%
c1ccc(-c2nc(NCC3CCCO3)c3ccccc3n2)nc1 (stereo unspecified)	8%	5%	0%	-2	-18	-97*	-19%
COc1cc(-c2[nH]nc3c2C(c2ccco2)C(C#N)=C(N)O3)cc(OC)c1OC (stereo unspecified)	12%	-7%	5%	-3	-10	44	-20%
O=C(CCn1nc(-c2ccccc2)c2ccccc2c1=O)N1CCN(c2ccccc2)CC1	0%	-3%	0%	-1	37	-13	91%[activator]
C/C=C\C(=O)Nc1cccc(C2=NOC3(C2)C[C@H](C(N)=O)N(C(=O)Cc2ccc([N+](=O)[O-])cc2)C3)c1 (stereo partly specified)	-2%	0%	-3%	1	-8	33	55%
COc1ccc(CNC(=O)[C@H](C)NC(=O)C2CCN(C(=O)[C@@H](N)CCSC)CC2)cc1	20%	-22%	10%	-1	-2	13	57%

Filtered by structure: the entries above containing a tert-butyl group
SMILES	AMA1 RON2 block	FBPA Giardia inh	AmpC detergent	Cycloheximide cs	Shiga toxin inh	HCMV inh	AmpC inh no detg
CC(C)(C)c1cc(NC(=O)COC(=O)c2nccnc2N)n(-c2ccccc2)n1	17%	-1%	?	11	9	?	-8%
COc1ccc(/C=C(\C#N)C(=O)OCC(=O)Nc2ccc(C(C)(C)C)cc2)cc1	-2%	-14%	-2%	11*	21	-21	-32%

The results go on:
SMILES	AMA1 RON2 block	FBPA Giardia inh	AmpC detergent	Cycloheximide cs	Shiga toxin inh	HCMV inh	AmpC inh no detg
CCCCCCNC(=O)N[C@H](C(=O)NCCC[C@H]1CN2C(=NC[C@H]2C)N1CCC(c1ccccc1)c1ccccc1)C(C)O (stereo partly specified)	nt	?	0%	-6	-8	nt	233%[activator]
COc1cccc(NC(=O)c2ccccc2NS(C)(=O)=O)c1	-5%	1%	-12%	1	-1	78	-5%
O=C(NCc1cccnc1)C(=O)Nc1ccc([N+](=O)[O-])cc1	-6%	6%	?	-2	-14	-22	-5%[11.4 µM]
COc1ccc(/C=N\NC(=O)c2ccc(F)cc2)cc1COc1cc(F)ccc1[N+](=O)[O-]	-9%	9%	-9%	8	-1	19	-59%
O=S(=O)(c1ccc(Cl)cc1)N1CCC2(CC1)OCCN2S(=O)(=O)c1cccs1	0%	nt	0%	nt	nt	nt	-13%
O=C(Nc1ccccc1N1CCCCC1)c1cccc([N+](=O)[O-])c1	-25%	0%	-13%	-1	-1	-30	-15%
